GLS inhibitor = qHTS for Inhibitors of Glutaminase (GLS); GLS enzymatic activity, qHTS titration; Potency, µM (highest dose often 45.5 µM), without a hit: at the highest dose activity change, negative = inhibition, usual class: inhibitors; 410,000 tested, 0.21% active; AID 624170, 2012; further: potency means the concentration at half of the fitted maximal effect
Target sequence (O94925 whole entry, looked up): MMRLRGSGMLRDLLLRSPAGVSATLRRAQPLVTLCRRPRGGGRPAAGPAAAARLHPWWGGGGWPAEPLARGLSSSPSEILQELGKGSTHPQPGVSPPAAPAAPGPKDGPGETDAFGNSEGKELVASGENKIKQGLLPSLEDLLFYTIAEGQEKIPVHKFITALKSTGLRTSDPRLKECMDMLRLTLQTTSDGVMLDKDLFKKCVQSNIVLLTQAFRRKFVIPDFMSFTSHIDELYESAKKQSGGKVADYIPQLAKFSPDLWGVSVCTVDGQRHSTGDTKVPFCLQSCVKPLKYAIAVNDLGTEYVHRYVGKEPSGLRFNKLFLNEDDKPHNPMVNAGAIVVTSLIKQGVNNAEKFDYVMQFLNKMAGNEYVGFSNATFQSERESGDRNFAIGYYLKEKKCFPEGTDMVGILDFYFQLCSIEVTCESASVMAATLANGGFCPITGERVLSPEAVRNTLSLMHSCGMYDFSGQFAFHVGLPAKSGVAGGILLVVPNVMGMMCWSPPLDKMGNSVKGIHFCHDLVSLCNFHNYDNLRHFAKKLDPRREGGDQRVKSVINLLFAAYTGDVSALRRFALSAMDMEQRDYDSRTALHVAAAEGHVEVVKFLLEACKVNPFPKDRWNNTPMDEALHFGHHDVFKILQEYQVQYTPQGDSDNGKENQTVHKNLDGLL
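Coupled fluorescence readout: glutamate oxidase/HRP/Amplex Red detect glutamate formed by hKGA from L-glutamine (1 mM solution added). Buffer 45 mM KH2PO4 pH 8.2, 0.02% Tween-20; reads at t0 and 30 min RT.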
PI4K2A block = qHTS for small molecular inhibitors of PI4K2A; activity change, negative = inhibition, % at 76.9 µM; purified PI4K2A, ADP-Glo luminescence, 1 h; hits give low values; AID 1346378, 2018; Phosphatidylinositol 4-kinase type 2-alpha (Homo sapiens), Q9BTU6; 420,000 tested, 0.13% active; in the data active means activity change below about -50%; inconclusive means mostly about -30% to -49%;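 further: -100% = wells without enzyme as full effect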
Target sequence (Q9BTU6 whole entry, looked up): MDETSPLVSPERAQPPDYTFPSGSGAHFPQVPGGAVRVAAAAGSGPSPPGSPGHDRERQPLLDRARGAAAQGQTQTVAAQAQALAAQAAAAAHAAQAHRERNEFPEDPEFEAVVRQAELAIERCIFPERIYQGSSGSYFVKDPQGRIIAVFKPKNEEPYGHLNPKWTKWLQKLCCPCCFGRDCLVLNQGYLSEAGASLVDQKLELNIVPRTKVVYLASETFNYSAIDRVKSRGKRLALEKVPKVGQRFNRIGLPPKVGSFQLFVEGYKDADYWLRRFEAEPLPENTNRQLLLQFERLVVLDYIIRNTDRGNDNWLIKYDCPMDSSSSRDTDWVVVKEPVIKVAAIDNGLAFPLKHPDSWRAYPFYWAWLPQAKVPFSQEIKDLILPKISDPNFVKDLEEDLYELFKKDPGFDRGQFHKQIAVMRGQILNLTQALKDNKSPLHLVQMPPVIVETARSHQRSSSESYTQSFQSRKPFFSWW
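In this quantitative HTS, ADP production by PI4K2A was quantified luminescently after 1 h at ambient temperature; 100 microM adenosine served as plate-quality control.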
12-LOX inh = Primary qHTS assay for inhibitors of human arachidonate 12S-lipoxygenase (ALOX12): Round 2; Polyunsaturated fatty acid lipoxygenase ALOX12 (Homo sapiens), P18054; purified 12hLO, xylenol orange hydroperoxide absorbance; Potency, µM (top dose mostly 108 µM), for inactives: at the highest dose activity change, negative = inhibition, most hits filed as inhibitors; 580,000 tested, 1.1% active; AID 1671190, 2021; further: potency means the concentration at half of the fitted maximal effect
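Hydroperoxide product was detected by ferrous iron/xylenol orange as the 573 to 405 nm absorbance ratio. Arachidonic acid at 40 uM (final) was turned over for 30 min at room temperature by 150 nM human 12hLO, pH 7.0 Hepes buffer, after 15 min compound preincubation.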
Starred values were filed as active, the others as inactive; u = inconclusive; & = joins results of further samples; [ ] = dose if it differs, or a comment. Unless noted, the call rests on the fitted dose curve; in most records, active means well fitted inhibition curve with a large enough effect; inconclusive means small, poorly fitted or top-dose-only effect, or another doubt; inactive means no such curve, though single readings can be large or run the other way. Unless noted, on the % scale 0 is the no-effect control and ±100 the full control effect. Only part of the results is shown; the hit share may differ from the screen's.

SMILES | GLS inhibitor | PI4K2A block | 12-LOX inh
CC1(C(=O)NCc2cccc(Cl)c2)Cc2c(-c3ccccc3)ccnc2O1 (centres undefined) | 9% | -2 | -14%
N#CC(C#N)c1ccnc2ccccc12 | 7% | 4 | -22%
Cc1ccc(S(=O)(=O)NC(=O)C2(C)CCN2C(=O)C2(c3ccc(Cl)cc3)CC2)cc1 (centres undefined) | 20% | -8 | u
CC1(C(=O)NS(=O)(=O)c2ccc(C#N)cc2)CCN1C(=O)CC1CCCCC1 (centres undefined) | 2% | -2 | u
COc1cccc(Cn2cnc(-c3ccccc3OC)c2-c2ccco2)c1 | 8% | 1 | u
C[C@H](CO)N1C[C@H](C)[C@H](CN(C)S(=O)(=O)c2ccc3c(c2)OCCCO3)OCc2cnnn2CCCC1=O | 10% | -3 | -14%
CCc1nc2c(OCCOc3ccc(F)cc3)cccn2c1N(C=O)Cc1ccc(OC)cc1 | -20% | 0 | -6%
CNC(=O)OCc1snc(-c2ccccc2)c1COC(=O)NC | 6% | -2 | 1%
COc1ccc(CNC(=O)c2ccc(-c3cccnc3)c3ccoc23)cc1OC | 2% | -12 | 1%
OCC[C@@H]1C[C@H](O)[C@@H](O)[C@@]2(OCCc3cc(Cl)ccc32)O1 | 6% | 6 | 2%
OC[C@@H]1CN(CCN2CCOCC2)C[C@H](n2cnc3c(N4CCCC4)ncnc32)O1 | -3% | 0 | -2%
Cn1ncc2c(=S)[nH]c(=S)[nH]c21 | -6% | 8 | u
COc1ccc(Cc2c(-c3ccc(OC)c(OC)c3)nc3ccc(C)cn23)c(C)c1 | 4% | -10 | u
CC1(c2nnnn2Cc2ccccc2)CCC(=O)N1Cc1cccs1 (centres undefined) | 3% | 7 | -2%
C#CCN(C[C@@H]1[C@@H](OC(=O)NCC2CCCCC2)[C@@H](OC(=O)NCC2CCCCC2)CN(C(=O)OC(C)C)N1C(=O)OC(C)C)S(=O)(=O)c1ccc(C)cc1 | 6% | 3 | -1%

Looked up above.
Value of Cc1ccc(S(=O)(=O)NC(=O)C2(C)CCN2C(=O)C2(c3ccc(Cl)cc3)CC2)cc1 (centres undefined) in GLS inhibitor: 20%
Value of C#CCN(C[C@@H]1[C@@H](OC(=O)NCC2CCCCC2)[C@@H](OC(=O)NCC2CCCCC2)CN(C(=O)OC(C)C)N1C(=O)OC(C)C)S(=O)(=O)c1ccc(C)cc1 in GLS inhibitor: 6%

The list goes on:
SMILES | GLS inhibitor | PI4K2A block | 12-LOX inh
Nc1ncc(-c2ccc(F)cc2)nc1N1CCN(CCO)CC1 | 23% | 2 | -1%
CNc1cncc(-c2ccc(CN(C)C)cc2)n1 | -1% | -2 | -4%
CC1(C(=O)NS(=O)(=O)c2cccc(Cl)c2)CCN1C(=O)C1(c2ccc(Cl)cc2)CCC1 (centres undefined) | 25% | -2 | u
CC(C)C1C(=O)N(Cc2cn(CCC3OCCO3)nn2)CCS(=O)(=O)N1Cc1ccc(-c2ccccc2)cc1 (centres undefined) | 3% | 8 | -5%
N/C(=N\C(=S)Nc1ccc2c(c1)OCO2)c1ccccc1 | -12% | 2 | u
COC(=O)C1Cc2c([nH]c3ccccc23)C2CCC(=O)N12 (centres undefined) | 5% | 7 | u
COc1cccc(CNC(=S)Nc2ccc3c(c2)c(=O)n(C)n3Cc2csc(C)n2)c1 | 19% | 3 | u
CCn1cc(/C=C(\NC(=O)c2ccccc2)C(=O)NCCCn2ccnc2)c2ccccc21 | 2% | 7 | 6%
O=c1onc(-c2ccccc2)n1Cc1ccc([N+](=O)[O-])cc1 | 7% | -6 | -2%
COc1ccc(CC(N)c2csc(NC(=O)Nc3ccc(F)cc3)n2)cc1 (centres undefined) | 1% | 5 | u
COc1ccc(S(=O)(=O)N(C)C[C@@H]2OCCCC[C@@H](C)Oc3ccc(NC(=O)NC(C)C)cc3C(=O)N([C@H](C)CO)C[C@@H]2C)cc1 | u | -3 | u
CNC(=O)C1Cc2c(-c3ccc(Cl)cc3)ccnc2O1 (centres undefined) | 1% | 7 | u
NC(Cc1ccccc1)c1csc(Nc2nccc(C(F)(F)F)n2)n1 (centres undefined) | 5% | -3 | -2%
CN(CCO)c1cccc2c1S(=O)(=O)N[C@H](Cc1ccccc1)CO2 | -1% | -3 | u
CC(C)C[C@@H](CN1CCC[C@@H]1CN1C(=O)C(=O)NC[C@@H]1Cc1ccc(O)cc1)N1C[C@H](Cc2ccc(O)cc2)N(CC2CCCCCC2)C(=O)C1=O | 21% | -3 | u
CSc1ncnc2c1ncn2CCCNC1CCN(Cc2ccccc2)CC1 | -3% | -1 | u
COCCNC(=O)C1(C)CCN(C(=O)c2ccc3ccccc3n2)C1 (centres undefined) | 1% | -1 | -7%
CC1=C(C(=O)N2CCCCCC2)CC(CC(=O)NCc2cccs2)C(=O)N1Cc1ccccc1 (centres undefined) | -5% | 0 | 38%[activator]
CCOC(=O)N1Cc2cc3ccccc3nc2C1 | -8% | -4 | 1%
CCN1C(=O)CSC1=Nc1ccc(C(=O)OC)cc1 | -2% | 2 | 1%
C[C@@H]1CN([C@@H](C)CO)C(=O)CCCn2nncc2CO[C@H]1CN(C)S(=O)(=O)c1cccc(F)c1 | -3% | 4 | u
CC(NS(=O)(=O)c1ccc(Br)cc1F)[C@H](O)c1ccccc1 (some centres undefined) | -2% | 1 | u
O=CNc1cc(-c2ccccc2Oc2ccccc2)cn2c(-c3ccc(F)cc3)cnc12 | -6% | -3 | u
CCc1nc2c(OCc3ccc(C(=O)OC)cc3)cccn2c1N(C)C(=O)CC(C)C | 4% | -3 | 3%
Cn1ccc2c(N3CCCC3)cc3c(c21)C1CCC3C1 (centres undefined) | -11% | -1 | 45µM*
CCN(CC)C1CCN(C(=O)c2ccc(OC3CCN(C(=O)CCOC)CC3)cc2)C1 (centres undefined) | -3% | 0 | -1%
C[C@@H]1CN([C@H](C)CO)S(=O)(=O)c2ccc(Br)cc2O[C@H]1CN(C)C(=O)Nc1ccccc1 | 1% | 3 | -24%
CCOc1ccc(CCN2C(=S)N([C@@H](Cc3ccc(O)cc3)CN3CCC[C@@H]3CN3C(=S)NC[C@@H]3CC(C)C)C[C@@H]2Cc2ccc(O)cc2)cc1 | -10% | -2 | u
CC(=O)c1cccc(-c2ccnc3c2CC(C(=O)NCc2ccccc2)O3)c1 (centres undefined) | 7% | -1 | 5%
O=C(NCc1nnnn1-c1ccc(F)cc1)c1ccc2ccccc2c1 | 2% | -1 | 12%
CCCCCCN1C[C@@H](O)[C@H](n2cc(COC(=O)c3ccccc3)nn2)C[C@@H]1c1ccc(C)cc1 | -6% | -1 | 1%
CC(=O)c1cccc(-c2cnc3c(NC=O)cc(-c4ccc(N(C)C)cc4)cn23)c1 | 0% | -3 | -5%
Cc1ccc(F)cc1C(=O)N1CCCCC1c1cc(C(=O)NCc2ccccc2)no1 (centres undefined) | -10% | -1 | u
COc1cc(NC(=O)c2ccc(-c3ccc(F)c(F)c3)c3ccoc23)cc(OC)c1OC | 2% | 5 | -5%
COc1cc(NC(=O)CSc2nnc3ccccn23)cc(OC)c1OC | -2% | -2 | -7%
COc1ccccc1Cc1c(-c2ccc(OC)c(OC)c2)nc2ccc(C)cn12 | 3% | -1 | -24%
COc1ccc(CC(N)c2csc(Nc3cc(NCc4ccco4)ncn3)n2)cc1 (centres undefined) | 0% | 3 | u
COCCN(CCOC)Cc1cc(=O)oc2cc(C)cc(C)c12 | 13% | 0 | 2%
CCCCN(C=O)c1c(CC)nc2c(OCc3ccc(S(C)(=O)=O)cc3)cccn12 | 10% | -3 | -24%
O=C(CSc1nc2ccccc2c(=O)n1-c1ccc(Cl)c(Cl)c1)Nc1ccc2c(c1)CCC2 | 11% | -1 | -2%
O=[N+]([O-])c1cnc(Sc2ccncn2)c([N+](=O)[O-])c1 | 35%[activator] | -8 | u
CC(C)(C)c1ccccc1NC(=O)Nc1nc(C(N)c2ccccc2)cs1 (centres undefined) | 2% | 3 | -28%
COc1ccccc1N1CCN(C(=O)[C@@H]2CCCN2C2=NS(=O)(=O)c3ccccc32)CC1 | 0% | -3 | 4%
Cc1ccc(NC(=O)c2ccco2)cc1 | -1% | -2 | 1%
C[C@@H]1CN([C@H](C)CO)C(=O)CCCn2nncc2CO[C@H]1CN(C)Cc1ccc(C(F)(F)F)cc1 | 1% | 0 | -22%

In a second layout: results already given.
Results follow in this order: GLS inhibitor, PI4K2A block, 12-LOX inh
- CCc1nc2c(OCCOc3ccc(F)cc3)cccn2c1N(C=O)Cc1ccc(OC)cc1
    -20%, 0, -6%
- CNC(=O)OCc1snc(-c2ccccc2)c1COC(=O)NC
    6%, -2, 1%
- COc1ccc(CNC(=O)c2ccc(-c3cccnc3)c3ccoc23)cc1OC
    2%, -12, 1%
- OCC[C@@H]1C[C@H](O)[C@@H](O)[C@@]2(OCCc3cc(Cl)ccc32)O1
    6%, 6, 2%
- OC[C@@H]1CN(CCN2CCOCC2)C[C@H](n2cnc3c(N4CCCC4)ncnc32)O1
    -3%, 0, -2%

Quoted at random: four records from the list.
SMILES | GLS inhibitor | PI4K2A block | 12-LOX inh
Cc1ccc(F)cc1C(=O)N1CCCCC1c1cc(C(=O)NCc2ccccc2)no1 (centres undefined) | -10% | -1 | u
O=[N+]([O-])c1cnc(Sc2ccncn2)c([N+](=O)[O-])c1 | 35%[activator] | -8 | u
COc1ccc(CC(N)c2csc(Nc3cc(NCc4ccco4)ncn3)n2)cc1 (centres undefined) | 0% | 3 | u
CCCCN(C=O)c1c(CC)nc2c(OCc3ccc(S(C)(=O)=O)cc3)cccn12 | 10% | -3 | -24%

Next part
SMILES | GLS inhibitor | PI4K2A block | 12-LOX inh
COc1ccc(C(=O)N/C(=C\c2ccc(Cl)cc2)C(=O)NCCN2CCOCC2)cc1 | -7% | 10 | 18%
COc1ccccc1NC(=O)N(C)C[C@@H]1OCc2cnnn2CCCC(=O)N([C@@H](C)CO)C[C@@H]1C | -6% | -3 | 0%
O=C(COc1cccc(Br)c1)N/N=C/c1ccc2c(c1)OCCO2 | 8% | -6 | 23%
CC(C)C(=O)N1CCCC1(C)C(=O)Nc1ccc(-n2cccc2)cc1 (centres undefined) | -3% | -4 | -56%
COC(=O)c1ccc2nc(-c3ccc(F)cc3)c(Cc3ccc(OC)cc3C)n2c1 | u | -10 | -30%
c1ccc(-c2nc(NCC3CC3)nc3ccsc23)cc1 | -17% | 2 | u
Cc1cccc(C)c1NC(=O)C1c2ccccc2OCC(=O)N1Cc1ccc2c(c1)OCO2 (centres undefined) | 12% | -5 | u
NC(=O)Cc1cccc(C(=O)c2ccccc2)c1N | 3% | 3&-1 | -23%[57.4 µM]
Cc1nnc(Cc2ccccc2)c2n[nH]c(C)c12 | 6% | 3 | 14%
O=C(c1ccco1)N1CCN(C(=O)c2ccc(CS(=O)c3ccc(Br)cc3)o2)CC1 (centres undefined) | -1% | 1 | 15%
Cc1cc(Cl)ccc1C(O)c1ncc(-c2cccc(C(F)(F)F)c2)[nH]1 (centres undefined) | 4% | 0 | -7%
Cc1ccc2c(c1)N(Cc1ccccc1)C(=O)C(C)S2 (centres undefined) | -12% | 1 | -36%
Cc1cccc(CN2CCN(C3CN(Cc4cn(Cc5ccccc5F)nn4)S(=O)(=O)C3)CC2)c1 (centres undefined) | -1% | 1 | 8%
CCCCn1nnnc1C1(C)CCC(=O)N1Cc1cccnc1 (centres undefined) | -1% | 5 | -5%
O=C1NC[C@@H](CCCCN2C[C@H](Cc3ccccc3)N(CCc3ccc(O)cc3)C(=O)C2=O)N(CCc2ccccc2)C1=O | 7% | -4 | -24%

Printed as active in 12-LOX inh (from the list above):
SMILES | GLS inhibitor | PI4K2A block | 12-LOX inh
Cn1ccc2c(N3CCCC3)cc3c(c21)C1CCC3C1 (centres undefined) | -11% | -1 | 45µM*

(list continues)
SMILES | GLS inhibitor | PI4K2A block | 12-LOX inh
Cc1cc2nc(-c3ccco3)c(CC(C)(C)C)n2c(C)c1Br | 2% | -15 | u
COc1ccc(NC(=O)C2(C)CCN2Cc2ccccc2Cl)cc1OC (centres undefined) | 0% | 2 | 35%
COC(=O)Cn1c(C(=O)N(C)C)cc2c1C[C@H]1CN(C(=O)c3ccccc3)[C@@](Cc3ccc(F)cc3)(C(=O)OC)[C@@H]21 | -5% | 0 | 6%
CCN(CC(=O)NCc1cccs1)C(=O)/C=C/c1ccc(F)cc1 | 1% | -3 | 3%
COCCCn1c(C(=O)NC2CCCCC2)cc2c(=O)n3cccc(C)c3nc21 | -2% | 3 | 5%
COCCNC(=O)C1(C)CCCN(C(=O)c2ccccc2F)C1 (centres undefined) | -9% | 0 | -8%
COc1ccc(Cc2c(-c3cccc(Br)c3)nc3ccc(Br)cn23)c(C)c1 | 38%[activator] | -8 | u
C[C@H]1CN([C@@H](C)CO)C(=O)CCCn2nncc2CO[C@H]1CN(C)S(=O)(=O)c1ccc(Oc2ccccc2)nc1 | -6% | -2 | u
CCN(CC)S(=O)(=O)c1ccc(-c2cn3ccccc3n2)cc1 | 5% | -7 | 4%
